# SRC1 TRFRET art: TR-FRET artefact, counter-screen to PPARgamma/SRC-1 agonist assay | TR-FRET detection artefact counter-screen, emission ratio; active compounds read high | TR-FRET ratio at 8 µM | actives 0.34% (n = 99,000) | AID 1051; in the data active means TR-FRET ratio above about 2300; further: inactives centre near 1800; reference of the scale not given here
# SRC3 TRFRET art: flags TR-FRET format artefacts in PPARgamma SRC-3 recruitment agonist screen. TR-FRET ratio at 8 µM. TR-FRET artefact counter-screen, PPARgamma/SRC-3 format; active compounds read high. actives 0.39% (n = 99,000); in the data active means TR-FRET ratio above about 2000; further: inactives centre near 1600; reference of the scale not given here
# * hit, by the source's call; i = inactive.
SMILES | SRC1 TRFRET art | SRC3 TRFRET art
Cc1ccc(C)c2[nH]c(=O)c(CCNC(=O)Cc3cccs3)cc12 | 1749 | 1588
CCOc1ccc(NC(=O)N2CCC(n3nnc4ccccc43)CC2)cc1 | 1816 | 1444
COc1cc(CC(NC(C)=O)C(=O)NC2CCN(C(=O)C3CC3)CC2)cc(OC)c1 (stereo unspecified) | 1693 | 1574
CCOC(=O)c1sc(NC(=O)Cc2c(F)cccc2Cl)nc1C | 1577 | 1424
COC(=O)c1ccc(Nc2cc(C)nc(-c3ccccc3O)n2)cc1 | 1690 | 1608
COc1cc(C2CC(=O)N(CC(=O)NCC3CCCO3)c3ccccc3S2)cc(OC)c1OC (stereo unspecified) | 1730 | 1529
C1CNCCNCCCNCCNC1 | i | i
O=C(O)CC(Cc1ccc(Cl)cc1)C(=O)NCc1ccccc1 (stereo unspecified) | 1841 | 1739
CCCC(C(=O)NC(C)(C)C)N(C(=O)c1snc(C(N)=O)c1N)c1ccc2c(c1)OCCO2 (stereo unspecified) | 1702 | 1717
O=c1c2ccccc2nc2ccc(NCc3cccs3)nn12 | 1700 | 1571
O=C(COC(=O)c1ccc(-c2nnc(-c3ccccc3)o2)cc1)c1ccccc1 | 2073 | 1850
CCCC1OC23CCCCC2C(C#N)(C#N)C1(C#N)C(=N)O3 (stereo unspecified) | 1616 | 1516
O=C(NN1C(=O)c2ccccc2NC1c1ccc([N+](=O)[O-])o1)c1ccc(Br)cc1 (stereo unspecified) | 1812 | 1716
Cc1nn(C)c(Cl)c1CN1CCCC(CCC(=O)NCc2ccccc2F)C1 (stereo unspecified) | 1783 | 1593
CC(C)(C)C(=O)Nc1ccccc1C(=O)NCCCn1ccnc1 | 1843 | 1684
CN(C)S(=O)(=O)c1cccc(NC(=O)c2cc(=O)[nH]c3ccccc23)c1 | 1731 | 1667
CC(C)CCNC(=O)C(=O)Nc1ccccc1 | 1835 | 1549
COc1cc(C=O)ccc1OC(=O)c1ccncc1 | 1726 | 1644
O=C(CNS(=O)(=O)c1ccccc1)N/N=C\c1ccc(Cl)cc1 | 1766 | 1433
Cc1ccc(N2C(=O)C3C(c4ccccc4)N4CCCN4C3(C)C2=O)cc1 (stereo unspecified) | 1667 | 1732
Cc1nc2ccc(C(=O)N/N=C/c3cc([N+](=O)[O-])ccc3O)cc2[nH]1 | 1482 | 1481
Cc1cc(Nc2ccc(Cl)cc2)nc(NCc2ccccc2)n1 | 1844 | 1604
COc1ccc(/C=C(/CC(=O)Nc2ccc(C)cc2)c2nc3ccccc3s2)cc1 | 1404 | 1460
Cc1c(Br)c([N+](=O)[O-])nn1CC(=O)Nc1ccc(CC#N)cc1 | 1809 | 1539
Fc1cccc(Cl)c1Cn1nnc2c(NCc3ccncc3)ncnc21 | 1948 | 1700
CCOC(=O)C1CCN(C(=O)CSc2ccc(Br)cc2)CC1 | 1897 | 1658
COc1ccc(CCNC(=S)N2CCC(C(=O)c3ccc(F)cc3)CC2)cc1OC | 1527 | 1374
O=c1c2ccccc2cnn1Cc1cccc(Br)c1 | 1759 | 1680
Cc1cc(C)c(NC(=O)COC(=O)CCc2ccc(S(=O)(=O)N3CCCCC3)cc2)c(C)c1 | 1930 | 1655
Cn1cc(C(=O)NCCN2CCN(c3cccc(Cl)c3)CC2)c2c3ccccc3n(C)c2c1=O | 1803 | 1517
CC(C)COc1ccc(CN=C(N)N=C(N)N)cc1Cl | 1678 | 1632
C=CCSc1nc2c(c(=O)[nH]c(=O)n2C)n1Cc1ccc(C)cc1 | 1799 | 1548
O=C(O)C1(P(=O)(c2ccc(Cl)cc2)c2ccc(Cl)cc2)CCCC1 | 2224 | 1620
CC(O)c1cccc(NC(=O)C2CCCCC2)c1 (stereo unspecified) | 2039 | 1623
Cc1ccc(NC(=S)N(CCCN2CCCC2)Cc2cccn2Cc2ccc(Cl)cc2)cc1C | 1975 | 1647
COC(=O)C1=C(N)N(c2ccc(F)cc2)C2=C(C(=O)CCC2)C1c1ccc2c(c1)OCO2 (stereo unspecified) | 1745 | 1516
C=CCn1c(SCC(=O)NCC)nnc1-c1cc2c(s1)CCC(CC)C2 (stereo unspecified) | 1888 | 1406
N/C(=N\OC(=O)COc1ccc2ccccc2c1Br)c1ccccn1 | 2360* | 2027
FC(F)(F)c1nc(=S)c2ccccc2[nH]1 | 2370* | 2198*
NNC(=O)COc1cccc(C(F)(F)F)c1 | 1534 | 1508
OCCC1CN(Cc2cc3c(cc2Cl)OCO3)CCN1C1CCCCC1 (stereo unspecified) | 2013 | 1790
CC(=O)Nc1cccc(C2=CC(c3ccco3)n3ncnc3N2)c1 (stereo unspecified) | 1820 | 1659
O=C(CC1S/C(=N/N=C/c2cccs2)NC1=O)Nc1ccc(Cl)cc1 (stereo unspecified) | 1787 | 1503
CCOC(=O)Cc1ncccc1C(=O)Nc1ccc(OC(F)(F)F)cc1 | 1480 | 1537
COc1cc(C)c(NC(=S)Nc2cccc(Cl)c2C)cc1OC | 1541 | 1383
COc1cc2ncc(S(=O)(=O)c3ccccc3)c(N3CCC4(CC3)OCCO4)c2cc1OC | 1739 | 1474
COc1ccc(-c2nn(-c3ccccc3)cc2/C=N/Nc2ccccn2)cc1 | 1726 | 1571
CN(C)/C=C/C1=CC(=O)CC(C)(C)C1 | 1821 | 1528
COc1cc(-c2onc3ccc(Br)cc23)cc(OC)c1OC | 1685 | 1663
CCOc1ccc(C(C(=O)NC2CCCC2)N(CCCO)C(=O)c2ccc(-c3ccccc3)[nH]2)cc1 (stereo unspecified) | 1539 | 1467
Cc1ccc2nc(NC(=O)COC(=O)c3ccncc3)sc2c1 | 1551 | 1598
O=C(COC(=O)c1cc2ccccc2o1)c1ccccc1 | 1848 | 1681
Cc1ccccc1-n1c(-c2ccco2)n[nH]c1=S | 1909 | 1585
Cc1ccccc1N(C(=O)Cn1nnc(-c2ccc(F)cc2)n1)C(C(=O)NC(C)(C)C)c1ccncc1 (stereo unspecified) | 1755 | 1634
O=C(Cn1ncc(N2CCOCC2)c(Br)c1=O)c1ccc(Cl)cc1 | 1913 | 1496
Cc1cc(S(=O)(=O)Nc2ccc3c(c2)COC3=O)ccc1F | 1895 | 1658
CC(=O)Nc1ccc(S(=O)(=O)Nc2cccc(-c3cn4cccnc4n3)c2)cc1 | 1761 | 1733
Nc1nc2c(F)cccc2s1 | 1724 | 1636
CCC(NC(=S)Nc1ccccc1)C(=O)O (stereo unspecified) | 1578 | 1715
CC1=NN(c2ccc([N+](=O)[O-])cc2)C(=O)/C1=C\N(C)C | 1916 | 1544

# The listing continues.
SMILES | SRC1 TRFRET art | SRC3 TRFRET art
CCOC(=O)c1sc2nc(C)nc(NCc3cccnc3)c2c1C | 1791 | 1362
Cc1ccc(S(=O)(=O)CC(CN2CCOCC2)N2CCOCC2)cc1 (stereo unspecified) | 1986 | 1539
O=C(Nc1ccccc1C(=O)N1CCCCCC1)c1ccc(Cl)cc1 | 1574 | 1582
COc1ccccc1-n1c2nc3ccccc3nc2c2c(=O)n(-c3cc(C)cc(C)c3)cnc21 | 1979 | 1833
COc1ccccc1NC(=O)CSc1nnc(Cn2c(=O)sc3ccccc32)n1C | 1617 | 1482
C#CCOCCOCCOCCNc1nc(N2CCN(C(=O)[C@H]([C@@H](C)CC)n3cc(CCCN=C(N)N)nn3)CC2)nc(N2CCN(C(=O)[C@H]([C@@H](C)CC)n3cc(CCCN=C(N)N)nn3)CC2)n1 | 1627 | 1388
Cn1nnnc1Sc1ncnc2scc(-c3ccccc3)c12 | 1818 | 1742
CC(C)OC(=O)c1cccnc1N1CCN(c2cccc(Cl)c2)CC1 | 2086 | 1498
Cc1cccc(NC2=C/C(=N/S(=O)(=O)c3cccs3)c3ccccc3C2=O)c1 | 1718 | 1712
Cc1nc(NC(=O)c2ccc([N+](=O)[O-])cc2Cl)sc1C(=O)N(C)C | 2078 | 1523
CN(CC(=O)Nc1ccccc1F)CC(=O)Nc1ccccc1Br | 1600 | 1438
CCN(Cc1ccccc1)C(=O)CSc1nncn1C | 1802 | 1720
CC(NC(=O)OCc1ccccc1)C(=O)Oc1cc2oc(=O)cc(-c3ccccc3)c2cc1Cl (stereo unspecified) | 2150 | 1658
O=C1C=CN(C(=O)Oc2ccccc2)CC1 | 1664 | 1677
NS(=O)(=O)c1ccc(CCNC(=O)CN2CCN(c3ccccc3O)CC2)cc1 | 1869 | 1577
Cc1nn(Cc2ccc([N+](=O)[O-])cc2)c(=O)n1-c1ccc(Cl)cc1 | 1613 | 1419
CCOC(=O)c1c(N)nn(C(=O)c2ccccc2)c1-c1ccccc1 | 1953 | 1609
O=c1c(Cc2c(F)cccc2Cl)c(O)ccn1CCCn1ccnc1 | 2010 | 1610
Cc1c(-c2ccccn2)c(=O)[nH]n1-c1ccc(F)cc1 | 1814 | 1577
C/C(=N\NC(=O)c1ccc(NS(=O)(=O)c2cccs2)cc1)c1ccncc1 | 1969 | 1523
CS(=O)(=O)n1nc(C(=O)N2CCOCC2)nc1N | 1828 | 1577
COCCn1c(=S)[nH]c2cc(C(=O)N3CCc4ccccc4C3)ccc2c1=O | 1494 | 1428
Cc1ccc(NC(=O)CSc2nnc(C)c(=O)n2N)cc1 | 1656 | 1693
CCn1cc(C(=O)O)c(=O)c2cc(F)c(N3CCN(S(=O)(=O)c4ccc5c(c4)OCCO5)CC3)cc21 | 1842 | 1668
COC(=O)c1cc(C(=O)Nc2nnc(CC(C)(C)C)s2)cc([N+](=O)[O-])c1 | 1981 | 1592
CCOC(=O)c1[nH]c2ccccc2c1NC(=S)Nc1cc(C)ccc1C | 1863 | 1833
Cc1cc(Cl)ccc1OCC(=O)N1CCN(c2ncccn2)CC1 | 1566 | 1422
Cc1c(C(C)C)c(=O)n(-c2ccc(S(=O)(=O)NC3CCCCC3)cc2)n1C | 1618 | 1359
COc1ccc2[nH]c3c(=O)n(CCCCC(=O)NCCC(C)C)c(=S)[nH]c3c2c1 | 1705 | 1568
Cc1cc([N+](=O)[O-])ccc1NC(=O)Nc1ccc(F)cc1F | 1962 | 1497

# Remaining list, next part
structure | SRC1 TRFRET art | SRC3 TRFRET art
O=C1CCC(=O)N1c1ccc(S(=O)(=O)N2CCCC2)cc1 | 1832 | 1832
COCCC1CCCCN1Cc1cn(-c2ccccc2)nc1-c1ccc2c(c1)OCO2 (stereo unspecified) | 1563 | 1423
CCOP(=O)(OCC)c1nc(-c2cccc3ccccc23)oc1NCCc1ccc(OC)cc1 | 1770 | 1819
COc1ccc(CCN2C(=O)CS/C2=N\NC(=O)c2ccc(C(C)(C)C)cc2)cc1OC | 1566 | 1691
O=C(c1cc2cc([N+](=O)[O-])ccc2oc1=O)N1CCOCC1 | 2170 | 1543
O=C(c1cccs1)N1CCC(C(=O)N2CCN(Cc3ccc4c(c3)OCO4)CC2)CC1 | 1841 | 1637
COc1ccc(NS(=O)(=O)c2ccc3c(c2)NC(=O)CO3)cc1 | 1453 | 1369
COC(=O)c1ccc(N/C=C\C(=O)c2ccc3c(c2)OCO3)cc1 | 1603 | 1508
CC1CCC2(CC1)NC(=O)N(CC(=O)Nc1ccc(N3CCOCC3)cc1)C2=O (stereo unspecified) | 2072 | 1738
CCN1CCc2nc(N)sc2C1 | 1623 | 1627
CCCS(=O)(=O)c1c(S(=O)(=O)CCC)c2c(N)cccn2c1C(=O)OC | 1898 | 1458
CC1=CC(=O)c2c(O)ccc(O)c2C1=O | 1650 | 1486
O=C(Nc1sc2c(c1C(=O)N1CCOCC1)CCCCC2)c1cccnc1 | 1581 | 1548
COc1cccc2cccc(/C=N/n3cnnc3)c12 | 1723 | 1614
Cc1cccc(C)c1NC(=O)C1(N(C(=O)c2ccccn2)c2ccc(O)cc2)CCCCC1 | 1624 | 1421

# 5 structures from above, ordered by molar mass, ascending.
structure | SRC1 TRFRET art | SRC3 TRFRET art
CC1=CC(=O)c2c(O)ccc(O)c2C1=O | 1650 | 1486
COc1ccc(NS(=O)(=O)c2ccc3c(c2)NC(=O)CO3)cc1 | 1453 | 1369
O=C(Nc1sc2c(c1C(=O)N1CCOCC1)CCCCC2)c1cccnc1 | 1581 | 1548
CCCS(=O)(=O)c1c(S(=O)(=O)CCC)c2c(N)cccn2c1C(=O)OC | 1898 | 1458
COc1ccc(CCN2C(=O)CS/C2=N\NC(=O)c2ccc(C(C)(C)C)cc2)cc1OC | 1566 | 1691

# Back to the main list; the two compounds before the break are reprinted first.
structure | SRC1 TRFRET art | SRC3 TRFRET art
COc1cccc2cccc(/C=N/n3cnnc3)c12 | 1723 | 1614
Cc1cccc(C)c1NC(=O)C1(N(C(=O)c2ccccn2)c2ccc(O)cc2)CCCCC1 | 1624 | 1421
O=C(CSc1ncn[nH]1)Nc1ncc(C(F)(F)F)cc1Cl | 1818 | 1598
Oc1ccc(-c2n[nH]c(C(F)(F)F)c2-c2ccccc2)c(O)c1 | 1777 | 1709
COc1cc2c3nnc(-c4ccc(F)cc4)c-3cn(Cc3ccccc3F)c2cc1OC | 1689 | 1583
COCCn1c(-c2ccccc2Cl)nc2c(c(=O)c3ccccc3n2C)c1=O | 1860 | 1549
COc1ccc2c(c1)CC/C(=C/c1ccco1)C2=O | 1793 | 1571
CC1CCN(CCOc2ccccc2-c2ccccc2)CC1 | 1772 | 1718
Cc1cccnc1CN1CCN(C(=O)CCc2nnc(CCc3ccccc3)o2)CC1 | 1758 | 1619
COc1cccc(OC)c1C(=O)NCCSC1CCCCC1 | 1972 | 1789
O=[N+]([O-])c1ccc(O)c(/C=N/Nc2nn[nH]n2)c1 | 1968 | 1537
O=C(CCNC(=O)c1ccco1)Nc1cccc(Br)c1 | 1570 | 1538
COc1cc2c(cc1OC)-c1cc3ccc4c(c3c[n+]1CC2)OCO4 | 1675 | 1578
CCC1CCCCN1C(=S)Nc1ccc(SC(F)F)cc1 (stereo unspecified) | 1868 | 1642
CC(C)=N/N=C1/NC(=O)C(CC(=O)Nc2cc(Cl)ccc2C)S1 (stereo unspecified) | 1893 | 1696
COc1ccc(OC)c(/C=C/C(=O)OCC(=O)Nc2cccc(Oc3ccccc3)c2)c1 | 1597 | 1612
COc1ccc(NC(=O)c2sc(Cl)nc2-c2ccccc2)cc1 | 1808 | 1589
CCOC(=O)c1csc(-c2ccc([N+](=O)[O-])cc2)n1 | 1773 | 1720
OC(COc1ccc(-c2ccccc2)cc1)CN1CCOCC1 (stereo unspecified) | 1908 | 1559

# Bioassay records: PubChem, The Scripps Research Institute Molecular Screening Center

# Compounds as they come; overall some 0.65% were active at least once.
